Compound activity (PubChem BioAssay)
AMPAR-TARP mod – GluA2-stargazin AMPA receptor complex modulation. HEK293 GluA2+stargazin, membrane potential dye (FDSS), glutamate EC50; hits were called plate by plate, in both directions. O88602+P19491. calls only at 30 µM. 40,000 compounds, 3.5% hits;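 active = any of four per-well response measures lying three or more SD from its plate-wide compound average, in either direction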
Target sequence (O88602 whole entry, looked up): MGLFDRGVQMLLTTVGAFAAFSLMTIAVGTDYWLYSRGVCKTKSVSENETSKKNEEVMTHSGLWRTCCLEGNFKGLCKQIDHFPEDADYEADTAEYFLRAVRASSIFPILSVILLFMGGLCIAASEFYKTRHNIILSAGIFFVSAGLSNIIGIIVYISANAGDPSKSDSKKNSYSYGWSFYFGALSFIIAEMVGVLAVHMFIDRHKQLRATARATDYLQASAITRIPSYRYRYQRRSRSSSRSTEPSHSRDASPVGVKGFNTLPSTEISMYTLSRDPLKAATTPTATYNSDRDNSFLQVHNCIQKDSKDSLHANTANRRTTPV
Target sequence (P19491 whole entry, looked up): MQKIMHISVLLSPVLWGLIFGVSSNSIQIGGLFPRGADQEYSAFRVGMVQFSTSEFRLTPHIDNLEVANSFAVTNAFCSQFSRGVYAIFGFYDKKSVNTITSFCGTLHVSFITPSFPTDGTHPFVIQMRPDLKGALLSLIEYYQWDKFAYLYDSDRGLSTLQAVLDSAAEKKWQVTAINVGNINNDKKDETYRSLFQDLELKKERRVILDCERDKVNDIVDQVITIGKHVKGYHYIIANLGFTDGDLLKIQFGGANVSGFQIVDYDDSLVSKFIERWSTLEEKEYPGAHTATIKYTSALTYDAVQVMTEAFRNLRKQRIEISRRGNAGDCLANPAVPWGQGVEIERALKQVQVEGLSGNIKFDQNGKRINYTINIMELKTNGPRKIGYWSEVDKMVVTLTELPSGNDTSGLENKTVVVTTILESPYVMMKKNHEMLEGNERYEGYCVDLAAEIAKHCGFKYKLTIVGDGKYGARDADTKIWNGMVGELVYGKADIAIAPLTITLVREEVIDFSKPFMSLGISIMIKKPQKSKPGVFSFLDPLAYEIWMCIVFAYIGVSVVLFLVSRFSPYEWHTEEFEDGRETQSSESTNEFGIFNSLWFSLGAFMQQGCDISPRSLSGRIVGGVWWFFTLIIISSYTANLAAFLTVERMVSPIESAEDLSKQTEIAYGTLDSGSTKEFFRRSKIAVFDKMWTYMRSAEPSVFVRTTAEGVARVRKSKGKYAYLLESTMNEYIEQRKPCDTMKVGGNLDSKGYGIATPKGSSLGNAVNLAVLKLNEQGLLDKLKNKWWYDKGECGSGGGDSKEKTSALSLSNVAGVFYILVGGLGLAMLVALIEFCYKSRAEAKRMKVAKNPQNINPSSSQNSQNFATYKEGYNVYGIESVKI
AMPAR-TARP mod agonism max-min – further read-out of AMPAR-TARP mod, marked with its call; compound max-min signal; compound-alone response (agonism);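 unitless range of fluorescence divided by baseline over first 100 seconds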
AMPAR-TARP mod glutamate slope – also measured in AMPAR-TARP mod; calls as there; glutamate slope, % of max; measured here: glutamate response slope, % max;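 scaled per plate between vehicle wells and maximal 1 mM glutamate control wells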
The depositor's hits bear a star; i = inactive; + = active, no number.

Fields: AMPAR-TARP mod | AMPAR-TARP mod agonism max-min | AMPAR-TARP mod glutamate slope
Cc1ccc(-n2c(-c3ccccc3)cn3c4c(=O)n(CCN5CCOCC5)c(=O)n(C)c4nc23)cc1C
    i | 0.115 | 82.2
Cc1c(Cl)cccc1-n1nnc(C(=O)NC2CCS(=O)(=O)C2)c1C (stereo not drawn)
    i | 0.109 | 62.6
COc1ccc2nc(N3CC(C(=O)N4CCCc5ccccc54)C3)sc2c1
    i | 0.125 | 54.3
CC(C)c1ccc(/C=C2\Oc3cc(OC(=O)N4CCOCC4)ccc3C2=O)cc1
    i | 0.0977 | 60.5
NC(=O)C1CCN(c2oc(-c3ccc(F)cc3)nc2S(=O)(=O)c2ccccc2)CC1
    i | 0.131 | 52.8
C=C(C)Cn1c(N2CCC(C(N)=O)CC2)nc2c1c(=O)n(C)c(=O)n2C
    i | 0.0859 | 50.4
CC1CN(c2ncnc3c2cnn3CCNC(=O)c2cc(-c3ccccc3)on2)CC(C)O1 (stereo not drawn)
    i | 0.0535 | 69.8
CN1CCN(C(CNC(=O)Nc2cccs2)c2ccc3c(c2)OCO3)CC1 (stereo not drawn)
    i | 0.127 | 40.3
Cc1cc(NC(=O)CCS(=O)(=O)c2ccccc2)n(C(C)C)n1
    i | 0.0735 | 41.9
CCn1nnc2c(NCCC(c3ccccc3)c3ccccc3)ncnc21
    i | 0.0743 | 65.3
CCCn1c(=O)c2c(nc3n(-c4ccccc4OC)c(C)c(C)n23)n(C)c1=O
    i | 0.0996 | 77.6
CC(O)(CNC(=O)c1cc(C(F)(F)F)cc(C(F)(F)F)c1)C1CC1 (stereo not drawn)
    i | 0.127 | 64.0
Cc1cccc(OCC(=O)NCCS(=O)(=O)N2CCN(Cc3ccccc3)CC2)c1
    i | 0.0454 | 48.8
CC1=C(C(=O)Nc2ccccc2F)C(c2ccc(N(C)C)cc2)NC(=S)N1 (stereo not drawn)
    i | 0.0253 | 53.6
CCOC(=O)CC(N)c1ccc(OC)c(OCC)c1 (stereo not drawn)
    i | 0.025 | 43.2
CC(C)C(=O)N(Cc1ccc(N(C)C)cc1)C1CCS(=O)(=O)C1 (stereo not drawn)
    i | 0.0323 | 48.2
O=C(Cn1cnc2ccccc21)Nc1ccc2c(c1)OCO2
    i | 0.103 | 61.2
Cc1ccc(S(=O)(=O)N(Cc2cccc(Cl)c2)C(=O)N2CCN(C)CC2)cc1
    i | 0.0762 | 54.5
CC(C)OCC(O)CN1CCN(C(c2ccccc2)c2ccccc2)CC1 (stereo not drawn)
    i | 0.0399 | 67.1
COC(=O)NCCC(O)c1cccs1 (stereo not drawn)
    i | 0.0952 | 65.3
COc1ccc(F)cc1S(=O)(=O)NCCC(O)C(C)(C)C (stereo not drawn)
    + | 0.141* | 27.6*
COc1ccc(NC(=O)Cn2nc(SC)c(S(=O)(=O)c3ccc(OC)cc3)c2N)cc1
    i | 0.151 | 64.5
COc1ccc(Cl)cc1C(=O)N1CCN(Cc2nc(-c3ccco3)cs2)CC1
    i | 0.0723 | 72.7
O=C(NCCS(=O)(=O)N1CCN(CCc2ccccc2)CC1)c1cccc(Cl)c1
    i | 0.0513 | 43.4
CS(=O)(=O)N1CCCc2ccc(NC(=O)c3nc4ccccc4s3)cc21
    i | 0.0648 | 54.2
CN(C)C(=O)Cc1ccc(NS(=O)(=O)c2ccc(F)cc2)cc1
    i | 0.0833 | 50.6
Cc1ccc(-n2c(C)c(C)n3c4c(=O)n(CC(=O)OCc5ccccc5)c(=O)n(C)c4nc23)c(C)c1
    i | 0.0394 | 39.2
Cc1cc(NC(=O)Cc2cccs2)n(-c2nc(-c3ccc4c(c3)OCO4)cs2)n1
    i | 0.0405 | 24.4
O=C(CCS(=O)(=O)c1ccc(Cl)cc1)Nc1nnc(-c2ccc3c(c2)CCCC3)o1
    i | 0.0447 | 49.5
Cc1noc(C)c1S(=O)(=O)NCC(O)(c1ccccc1)C1CC1 (stereo not drawn)
    i | 0.122 | 33.9
O=C(CCCn1c(=O)c2sccc2n(Cc2ccc([N+](=O)[O-])cc2)c1=O)NCc1ccccc1
    i | 0.0912 | 64.1
CCc1ccc(NC(=O)COc2cc(C)cc(C)c2)cc1
    i | 0.0595 | 76.2
O=C(c1ccc2ncsc2c1)N1CCC(c2nnc(-c3ccco3)s2)CC1
    i | 0.0721 | 55.5
COc1ccc(-n2c(C)c(C)n3c4c(=O)n(CC(C)=O)c(=O)n(C)c4nc23)cc1
    i | 0.0919 | 41.8
C#CCn1c(=NC(=O)c2cc(C)no2)sc2cc(OC)ccc21
    i | 0.0932 | 47.0
Cc1cccc(NC(=O)CC2SC(=O)N(Cc3ccccc3)C2=O)c1 (stereo not drawn)
    i | 0.107 | 56.9
Cc1cc(N2CCc3ccccc32)nc(-n2cc([N+](=O)[O-])cn2)n1
    i | 0.0964 | 28.8
CCOc1ccc(N2CC(C)Cn3c2nc2c3c(=O)n(CC(C)C)c(=O)n2C)cc1 (stereo not drawn)
    i | 0.126 | 85.7
O=C(Nc1ncc([N+](=O)[O-])s1)c1ccc(=O)n(Cc2cccc(Cl)c2)c1
    i | 0.0763 | 60.6
Cc1ccc(Nc2cc(C)nc(N3CCN(C(=O)c4ccc5c(c4)OCO5)CC3)n2)cc1
    i | 0.0805 | 30.5
O=C(N1CCN(c2ccc(-c3cccs3)nn2)CC1)C1(c2ccccc2)CCOCC1
    i | 0.0584 | 40.1
COCCn1c(=O)c2c(nc3n2CC(C)CN3c2ccc(OC)cc2OC)n(C)c1=O (stereo not drawn)
    i | 0.0642 | 45.9
CS(=O)(=O)N1CCC(C(=O)Nc2ccc3c(c2)N(C(=O)c2ccccc2)CCC3)CC1
    i | 0.101 | 61.0
Cc1ccc(Cl)cc1NC(=O)Cn1nc(C(=O)N2CCOCC2)cc1C
    i | 0.0961 | 66.7
Cc1ccc(C(=O)N2CCN(c3ccc(-c4cccnc4)nn3)CC2)cc1
    i | 0.0598 | 27.6

Just AMPAR-TARP mod glutamate slope, for some of the entries so far:
Compound	AMPAR-TARP mod glutamate slope
COCCn1c(=O)c2c(nc3n2CC(C)CN3c2ccc(OC)cc2OC)n(C)c1=O (stereo not drawn)	45.9
CS(=O)(=O)N1CCC(C(=O)Nc2ccc3c(c2)N(C(=O)c2ccccc2)CCC3)CC1	61.0
Cc1ccc(Cl)cc1NC(=O)Cn1nc(C(=O)N2CCOCC2)cc1C	66.7

Next structures
Fields: AMPAR-TARP mod | AMPAR-TARP mod agonism max-min | AMPAR-TARP mod glutamate slope
COc1cc(C(=O)NCCOc2ccc(-c3cccs3)nn2)cc(OC)c1OC
    i | 0.0919 | 66.2
CCOC(=O)c1c(SCC(=O)Nc2ccccc2C(F)(F)F)nc(=O)[nH]c1C
    i | 0.0433 | 57.6
CC(Oc1ccccc1F)C(=O)Nc1cccc(-c2nc3cccnc3s2)c1 (stereo not drawn)
    i | 0.1 | 43.8
N#Cc1ccc(-c2ccc(OC(=O)CS(=O)c3ccccc3[N+](=O)[O-])cc2)cc1 (stereo not drawn)
    i | 0.0675 | 41.0
O=C(NCC1CCN(C(=O)c2cccnc2)CC1)C(=O)Nc1cccc(N2CCCC2=O)c1
    i | 0.0903 | 66.6
O=C(CCCS(=O)(=O)c1ccc(Cl)cc1)Nc1nc2c(s1)COc1ccccc1-2
    i | 0.116 | 50.9
O=C(NCC1CCN(C(=O)/C=C/c2ccco2)CC1)c1ccncc1
    i | 0.0459 | 32.9
Cn1c(=NC(=O)C2CCCN(S(C)(=O)=O)C2)sc2cc3c(cc21)OCO3 (stereo not drawn)
    i | 0.121 | 33.8
CCCn1c(=O)c2c(nc3n2CCCN3c2ccc(Oc3ccccc3)cc2)n(C)c1=O
    i | 0.124 | 68.5
Cc1nc2ccccc2c(=O)n1-c1cccc(NC(=O)CCC2CCCCC2)c1
    i | 0.0678 | 28.2

Structures listed so far with a halogen, in the order listed:
Fields: AMPAR-TARP mod | AMPAR-TARP mod agonism max-min | AMPAR-TARP mod glutamate slope
Cc1c(Cl)cccc1-n1nnc(C(=O)NC2CCS(=O)(=O)C2)c1C (stereo not drawn)
    i | 0.109 | 62.6
NC(=O)C1CCN(c2oc(-c3ccc(F)cc3)nc2S(=O)(=O)c2ccccc2)CC1
    i | 0.131 | 52.8
CC(O)(CNC(=O)c1cc(C(F)(F)F)cc(C(F)(F)F)c1)C1CC1 (stereo not drawn)
    i | 0.127 | 64.0
CC1=C(C(=O)Nc2ccccc2F)C(c2ccc(N(C)C)cc2)NC(=S)N1 (stereo not drawn)
    i | 0.0253 | 53.6
Cc1ccc(S(=O)(=O)N(Cc2cccc(Cl)c2)C(=O)N2CCN(C)CC2)cc1
    i | 0.0762 | 54.5
COc1ccc(F)cc1S(=O)(=O)NCCC(O)C(C)(C)C (stereo not drawn)
    + | 0.141* | 27.6*
COc1ccc(Cl)cc1C(=O)N1CCN(Cc2nc(-c3ccco3)cs2)CC1
    i | 0.0723 | 72.7
O=C(NCCS(=O)(=O)N1CCN(CCc2ccccc2)CC1)c1cccc(Cl)c1
    i | 0.0513 | 43.4
CN(C)C(=O)Cc1ccc(NS(=O)(=O)c2ccc(F)cc2)cc1
    i | 0.0833 | 50.6
O=C(CCS(=O)(=O)c1ccc(Cl)cc1)Nc1nnc(-c2ccc3c(c2)CCCC3)o1
    i | 0.0447 | 49.5
O=C(Nc1ncc([N+](=O)[O-])s1)c1ccc(=O)n(Cc2cccc(Cl)c2)c1
    i | 0.0763 | 60.6
Cc1ccc(Cl)cc1NC(=O)Cn1nc(C(=O)N2CCOCC2)cc1C
    i | 0.0961 | 66.7
CCOC(=O)c1c(SCC(=O)Nc2ccccc2C(F)(F)F)nc(=O)[nH]c1C
    i | 0.0433 | 57.6
CC(Oc1ccccc1F)C(=O)Nc1cccc(-c2nc3cccnc3s2)c1 (stereo not drawn)
    i | 0.1 | 43.8
O=C(CCCS(=O)(=O)c1ccc(Cl)cc1)Nc1nc2c(s1)COc1ccccc1-2
    i | 0.116 | 50.9

Only part of the results is shown; the hit share may differ from the screen's.
